# High-throughput results as filed in PubChem.
# EBNA-1 inhibitor = blocks EBNA-1 binding to DNA | EBNA-1 DNA binding, fluorescence polarization | inhibition, % at 14.8 µM | 300,000 compounds, 0.34% hits | AID 1950; in the data active = inhibition above about 28%
# PAFAH1B2 FP inh = blocks human PAF acetylhydrolase 1b catalytic subunit 2; P68402; inhibition, % at 3.39 µM; AID 492953; 340,000 compounds, 1.2% hits; recombinant PAFAH1B2, FP-rhodamine activity probe, fluorescence polarization;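 active = inhibition above the mean of all tested compounds plus 3 SD, cut at about 24% in these data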;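 note: 0% = enzyme with DMSO and 100% = wells lacking PAFAH1B2; many of its hits are not listed in these tables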
# Target sequence (P68402 whole entry, looked up): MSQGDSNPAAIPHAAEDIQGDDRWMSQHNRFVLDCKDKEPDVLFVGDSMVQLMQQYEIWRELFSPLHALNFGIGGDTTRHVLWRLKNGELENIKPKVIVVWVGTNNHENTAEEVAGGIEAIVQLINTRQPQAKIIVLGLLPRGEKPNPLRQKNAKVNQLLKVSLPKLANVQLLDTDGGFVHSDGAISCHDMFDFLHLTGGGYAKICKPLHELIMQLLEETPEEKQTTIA
# LYPLA1 counter = blocks human lysophospholipase 1, a PME1 counter-screen; recombinant LYPLA1, FP-Rh probe fluorescence polarization; inhibition, % at 5.9 µM; 320,000 compounds, 0.16% hits;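 active = inhibition above the mean of all tested compounds plus 3 SD, set per campaign, cut at about 14% in these data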;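 note: inhibitors block serine hydrolase probe labeling of LYPLA1 so polarization falls; 0% = enzyme with DMSO and 100% = wells lacking LYPLA1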
# Target sequence (O75608 whole entry, looked up): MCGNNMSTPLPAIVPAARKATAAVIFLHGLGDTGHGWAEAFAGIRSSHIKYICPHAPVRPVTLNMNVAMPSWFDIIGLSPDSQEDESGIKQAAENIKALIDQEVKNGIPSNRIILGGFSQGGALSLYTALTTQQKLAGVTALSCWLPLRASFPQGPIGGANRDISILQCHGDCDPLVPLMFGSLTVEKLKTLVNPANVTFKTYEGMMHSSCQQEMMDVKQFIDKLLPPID
# PAFAH1B3 inh = blocks human PAF acetylhydrolase 1B catalytic subunit 3; Q15102; recombinant PAFAH1B3, FP-rhodamine probe, fluorescence polarization; inhibition, % at 3.39 µM; 340,000 compounds, 0.28% hits; AID 492972;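 active = inhibition above the screen-wide average of all tested compounds plus 3 SD, cut at about 25% in these data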;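 note: 0% = enzyme with DMSO only and 100% = wells lacking PAFAH1B3 protein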
# Target sequence (Q15102 whole entry, looked up): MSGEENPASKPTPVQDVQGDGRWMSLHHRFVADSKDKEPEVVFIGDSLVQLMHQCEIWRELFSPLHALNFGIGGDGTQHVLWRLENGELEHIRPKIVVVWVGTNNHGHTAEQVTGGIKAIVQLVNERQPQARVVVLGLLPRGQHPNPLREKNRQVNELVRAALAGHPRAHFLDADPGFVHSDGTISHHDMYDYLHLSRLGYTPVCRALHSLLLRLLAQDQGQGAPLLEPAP
# ZTA counter = ZTA (EBV) inhibition in EBNA-1 counter-screen; P03206; ZTA-DNA binding, fluorescence polarization; inhibition, % at 11 µM; 320,000 compounds, 0.15% hits; AID 2234; in the data active = inhibition above about 33%
# Target sequence (P03206 whole entry, looked up): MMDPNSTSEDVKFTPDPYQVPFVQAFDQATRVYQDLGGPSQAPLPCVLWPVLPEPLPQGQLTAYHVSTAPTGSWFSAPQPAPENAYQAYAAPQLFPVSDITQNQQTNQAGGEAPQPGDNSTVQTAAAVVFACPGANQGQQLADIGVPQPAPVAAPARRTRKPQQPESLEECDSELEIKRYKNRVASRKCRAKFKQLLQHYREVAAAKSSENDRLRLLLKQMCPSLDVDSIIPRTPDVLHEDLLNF
# LYPLA2 inh = LYPLA2 (human) inhibition in PME1 counter-screen | O95372 | recombinant LYPLA2, FP-Rh probe fluorescence polarization | inhibition, % at 5.9 µM | 320,000 compounds, 0.38% hits | AID 2177;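 active = inhibition above the screen-wide mean plus 3 SD, limit set per campaign, cut at about 26% in these data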;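 note: 0% = LYPLA2 with DMSO and 100% = wells lacking LYPLA2 enzyme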
# pPAFAH FP inh = inhibitors of human plasma PAF acetylhydrolase (pPAFAH) | AID 463082 | inhibition, % at 3.39 µM | Q13093 | recombinant pPAFAH, FP-rhodamine probe fluorescence polarization | 330,000 compounds, 1.5% hits;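 active = inhibition above the mean inhibition across the screen plus 3 SD, cut at about 25% in these data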;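 note: inhibitors block binding of the rhodamine activity-based probe so polarization drops; 0% = enzyme with DMSO and 100% = wells lacking pPAFAH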
# PAFAH2 FP inh = PAFAH2 (human) inhibition | inhibition, % at 3.39 µM | 340,000 compounds, 0.99% hits | recombinant PAFAH2, FP-rhodamine activity probe, fluorescence polarization;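 active = inhibition above the mean over all tested compounds plus 3 SD, cut at about 30% in these data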;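 note: inhibitors block probe labeling of enzyme so polarization drops; 0% = enzyme with DMSO and 100% = wells lacking PAFAH2 protein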
# PREPL inh = human PREPL enzyme inhibition; Q4J6C6; recombinant PREPL, fluorescence polarization activity-based probe; inhibition, % at 5.96 µM; 320,000 compounds, 0.68% hits; AID 2751; in the data active = inhibition above about 43%;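 note: 0% = enzyme with DMSO and 100% = wells lacking enzyme; many of its hits are not listed in these tables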
# * marks the source's active call; other numbers are inactive results; . = no result given. A portion of the library. The share of hits here may be higher or lower than overall.
[1] O=C(c1ccccn1)N1CCN(S(=O)(=O)c2cccc(Br)c2)CC1
[2] O=C(c1ccco1)N1CCN(C(=O)N2CCOCC2)CC1
[3] O=C(Nc1cccc(C(F)(F)F)c1)c1cnccn1
[4] Cc1ccc(C)c(OC(C)C(=O)Nc2ccc(S(=O)(=O)Nc3nccs3)cc2)c1 (configuration not stated)
[5] COc1cc(CCCN2C(N)=NC[C@@H]2Cc2ccc(O)cc2)cc(OC)c1OC
[6] CCOC(=O)c1cnc(SCC(=O)c2ccccc2)nc1N
[7] COc1ccc(NC(=O)Nc2cccc([N+](=O)[O-])c2)cc1Cl
[8] CCN(CC)C(=O)/C(=C\c1ccc(Br)cc1)NC(=O)c1ccccc1OC
[9] CC1(C)CCC(=O)N(c2ccccc2)C1=O
[10] CC(=O)/C(C(=N)N1CCN(Cc2ccccc2)CC1)=C(\C)O

Assay by compound	1	2	3	4	5	6	7	8	9	10
PAFAH2 FP inh	3	1	.	-6	-2	2	-13	-5	-4	3
PREPL inh	2	9	0	-4	17	10	28	5	5	2
ZTA counter	5	11	12	-7	4	14	0	9	-20	-9
PAFAH1B3 inh	5	-1	.	7	-1	2	20	7	6	7
pPAFAH FP inh	1	2	-2	6	-1	2	2	5	-4	-1
EBNA-1 inhibitor	.	1	-3	0	0	8	1	10	2	1
PAFAH1B2 FP inh	-1	-5	.	-4	-6	5	0	-1	-4	3
LYPLA2 inh	7	4	1	0	1	2	8	-1	5	2
LYPLA1 counter	-3	-1	0	-3	-3	-1	-6	-4	1	3

[11] CC(=O)NC(=S)NNC(=O)c1ccc(Br)cc1
[12] CCN(CC(=O)Nc1ccc(C(C)=O)cc1)CC(=O)Nc1cccc(OC)c1
[13] CCOc1ccc(C(=O)OCC(=O)NCc2ccco2)cc1OCC
[14] Oc1[nH]c2ccccc2c1N=Nc1ccc(F)cc1
[15] Cc1ccc(C2CC(c3ccccc3)n3ncnc3N2)cc1 (configuration not stated)
[16] CCOC(=O)c1cccc(NC(=O)Nc2ccc(OCC)cc2)c1
[17] C=C(C)CNc1cc(S(=O)(=O)N2CCOCC2)ccc1Oc1ccccc1
[18] CCCC(=O)c1ccc(N2CCN(C(=O)OCC)CC2)c(F)c1
[19] Cc1nc2ccccc2n2c(O)c(CC(=O)O)cc12
[20] CCCCn1c(N)c(N(CC)C(=O)C2CCN(C(=O)c3ccccc3C)CC2)c(=O)[nH]c1=O

Assay by compound	11	12	13	14	15	16	17	18	19	20
PAFAH2 FP inh	7	0	74*	-12	-2	3	8	12	26	-8
PREPL inh	13	-2	-5	14	-32	17	21	-1	16	2
ZTA counter	-5	1	-6	9	14	3	4	-1	12	8
PAFAH1B3 inh	4	10	4	-5	7	9	4	-1	13	-1
pPAFAH FP inh	-1	4	10	1	5	3	2	7	27*	1
EBNA-1 inhibitor	0	2	6	8	-3	-8	.	-3	7	.
PAFAH1B2 FP inh	4	2	8	-5	-4	2	1	5	18	-1
LYPLA2 inh	0	5	3	-11	-9	-1	3	2	27*	-3
LYPLA1 counter	0	-2	1	-5	-1	1	1	-3	12	0

# Arranged by count of non-hydrogen atoms (falling): some entries from above.
[12] CCN(CC(=O)Nc1ccc(C(C)=O)cc1)CC(=O)Nc1cccc(OC)c1
[17] C=C(C)CNc1cc(S(=O)(=O)N2CCOCC2)ccc1Oc1ccccc1
[13] CCOc1ccc(C(=O)OCC(=O)NCc2ccco2)cc1OCC
[16] CCOC(=O)c1cccc(NC(=O)Nc2ccc(OCC)cc2)c1
[18] CCCC(=O)c1ccc(N2CCN(C(=O)OCC)CC2)c(F)c1
[15] Cc1ccc(C2CC(c3ccccc3)n3ncnc3N2)cc1 (configuration not stated)
[14] Oc1[nH]c2ccccc2c1N=Nc1ccc(F)cc1
[11] CC(=O)NC(=S)NNC(=O)c1ccc(Br)cc1

Assay by compound	12	17	13	16	18	15	14	11
PAFAH2 FP inh	0	8	74*	3	12	-2	-12	7
PREPL inh	-2	21	-5	17	-1	-32	14	13
ZTA counter	1	4	-6	3	-1	14	9	-5
PAFAH1B3 inh	10	4	4	9	-1	7	-5	4
pPAFAH FP inh	4	2	10	3	7	5	1	-1
EBNA-1 inhibitor	2	.	6	-8	-3	-3	8	0
PAFAH1B2 FP inh	2	1	8	2	5	-4	-5	4
LYPLA2 inh	5	3	3	-1	2	-9	-11	0
LYPLA1 counter	-2	1	1	1	-3	-1	-5	0

# (continued)
[21] Cc1cccc(N2CCN(C(=O)c3ccc4c(c3)CCN4S(C)(=O)=O)CC2)c1C
[22] CC(=O)Nc1ccc(NC(=O)c2c(C)c(-c3ccccc3)nc3ccccc23)cc1
[23] NS(=O)(=O)c1ccc(NC(=O)C2C3C=CC(C3)C2C(=O)O)cc1 (configuration not stated)
[24] CCOc1ccc(NC(=O)CN2C(=O)C3CCCN3C2=O)cc1 (configuration not stated)
[25] Cc1nn(CCC#N)c(NC(=O)c2ccc(Cl)cc2)c1P(=O)(Nc1ccc([N+](=O)[O-])cc1)N1CCOCC1 (configuration not stated)
[26] C/C(=C\C(=O)c1ccc(Cl)s1)N(C)C
[27] Cc1ccc(CN2CCN(CCC(C)C)C(CCO)C2)s1 (configuration not stated)
[28] Cc1ccc(C(C(=O)NC2CCCC2)N(Cc2cccs2)C(=O)CNC(=O)c2cccs2)o1 (configuration not stated)
[29] Cc1cccc2sc(N(CCCN(C)C)C(=O)c3ccc(C(=O)c4ccccc4)cc3)nc12
[30] Cc1cccc(C(=O)NCC(=O)OCc2nc(N)nc(Nc3ccccc3C)n2)c1

Assay by compound	21	22	23	24	25	26	27	28	29	30
PAFAH2 FP inh	3	-6	-4	2	1	1	-3	0	0	-8
PREPL inh	-6	-2	0	13	-3	-6	8	1	-25	13
ZTA counter	-11	4	5	-22	7	7	3	-10	-36	.
PAFAH1B3 inh	-1	-7	0	4	8	6	-3	7	5	4
pPAFAH FP inh	7	-3	5	3	1	3	7	2	0	-2
EBNA-1 inhibitor	-13	-3	-5	-9	4	-5	-3	0	-5	.
PAFAH1B2 FP inh	2	0	3	2	2	-5	4	4	-4	9
LYPLA2 inh	-2	3	-5	8	1	-6	0	5	7	.
LYPLA1 counter	2	-1	0	3	2	-3	-6	-2	2	.

[31] O=C(Nc1ccc(Cl)cc1)[C@@H]1[C@@H]2C(=O)N(c3ccc4ccccc4c3)C(=O)[C@@H]2[C@H]2C=CC=NN21
[32] CC(=O)N1CCc2cc(C(=O)CN3CCN(c4ccccn4)CC3)ccc21
[33] O=C1c2ccccc2C(=O)C1(O)O
[34] COc1cccc(Cn2cccc(NC(=O)NC3CCCCC3)c2=O)c1
[35] Cc1cc(C)cc(N(C(=O)CNC(=O)c2ccco2)C(C(=O)NC2CCCC2)c2ccncc2)c1 (configuration not stated)
[36] COc1ccc(C(=O)Nc2ccccc2N2CCCC2)cc1S(=O)(=O)N1CCOCC1
[37] O=C(COc1cc(Cl)c(Cl)cc1Cl)Nn1cnnc1
[38] COc1ccc(-c2noc(CSc3nc(N)c(-c4ccccc4)c(=O)[nH]3)n2)cc1OC
[39] CC(NC(=O)OC(C)(C)C)C(=O)NC(CCC(=O)OCc1ccccc1)C(N)=O (configuration not stated)
[40] CCC(=O)Nc1ccc(/C(C)=N/NC(=O)c2c(Br)c(C)nn2C)cc1

Assay by compound	31	32	33	34	35	36	37	38	39	40
PAFAH2 FP inh	33*	-4	.	-7	-1	5	2	0	10	6
PREPL inh	-26	-1	15	9	3	3	3	7	8	-6
ZTA counter	0	17	-8	-1	-23	-1	8	3	-12	3
PAFAH1B3 inh	4	10	.	2	-3	1	-5	4	12	1
pPAFAH FP inh	29*	6	3	9	-1	-2	3	-5	-1	2
EBNA-1 inhibitor	-8	7	.	-7	-20	-6	2	13	-9	-6
PAFAH1B2 FP inh	4	-1	.	4	-2	3	11	-2	6	-1
LYPLA2 inh	-7	5	7	3	6	0	-6	4	0	4
LYPLA1 counter	-9	-3	1	5	-5	-2	-2	-5	-4	1

[41] COc1ccc(CCNS(=O)(=O)c2ccc3c(c2)oc(=O)n3C)cc1OC
[42] Cn1c2ccccc2c(=O)n2c(=O)c3ccccc3cc12
[43] CCOc1ccc(CNC(=O)CCC(=O)N2Cc3ccccc3Oc3ncccc32)cc1
[44] COc1ccccc1C1CC(c2ccco2)=NN1S(C)(=O)=O (configuration not stated)
[45] Cc1ccc(NC(=O)COC(=O)CCC(=O)c2ccc(Cl)cc2)cc1S(=O)(=O)N(C)C
[46] CCCCN(C(=S)NC(=O)c1ccccc1)c1c(N)n(Cc2ccccc2)c(=O)[nH]c1=O
[47] Cc1ccc(S(=O)(=O)N(CC(=O)N2CCC(C)CC2)Cc2ccccc2F)cc1
[48] CC(=O)Nc1ccc(S(=O)(=O)N2CCC(Oc3ccc(-n4cnnn4)cc3)CC2)cc1
[49] CNC(=O)c1sccc1SCc1c(Cl)cccc1Cl
[50] O=C(Nc1ccccc1)C1=C[C@H](c2ccc(C(F)(F)F)cc2)C[C@H](OCc2ccc(CO)cc2)O1

Assay by compound	41	42	43	44	45	46	47	48	49	50
PAFAH2 FP inh	0	.	0	-3	2	1	-2	0	0	.
PREPL inh	6	7	5	3	5	5	8	-9	-3	10
ZTA counter	9	43*	10	9	5	-16	9	-11	16	2
PAFAH1B3 inh	-10	.	1	8	0	4	-2	10	14	.
pPAFAH FP inh	3	-3	6	7	18	-4	-6	-1	5	-3
EBNA-1 inhibitor	-3	-2	4	1	12	0	4	-2	-4	3
PAFAH1B2 FP inh	3	.	4	-3	2	5	3	2	5	.
LYPLA2 inh	9	13	-3	4	6	2	1	13	2	-16
LYPLA1 counter	-3	2	-2	-1	-3	-5	1	-1	-2	-14

[51] Cc1cccnc1
[52] COc1ccc(NC(=O)CC2C(=O)N(c3cccc(OC)c3)C(=O)N2Cc2ccco2)cc1 (configuration not stated)
[53] CCCNC(=O)NC(=O)CN1C(=O)NC(C)(c2ccc3ccccc3c2)C1=O (configuration not stated)
[54] O=C(Nn1c(C2CCCCC2)nc2ccccc2c1=O)c1cc(Cl)ccc1[N+](=O)[O-]
[55] C/C(=N\NC(=O)CNc1ccccc1Cl)C(C)(C)C
[56] COc1cc(CN2CCCCCC2)cc([N+](=O)[O-])c1O
[57] CCc1nn(CC(=O)N2CCN(c3ccc(F)cc3)CC2)c(=O)c2cc3occc3n12
[58] O=C(NCCc1ccccc1)C1CCC(CNc2nc(=S)[nH]c3ccccc23)CC1 (configuration not stated)
[59] CCOC(=O)c1ccc(NC(=O)c2cccc(S(=O)(=O)N3CCOCC3)c2)cc1
[60] COc1cc(-c2nnc(SCc3ccccc3Cl)o2)cc(OC)c1OC
[61] Cc1ccc(CSC2=NCCN2C(=O)C2CC2)cc1
[62] COc1cccc(NC(=O)COC(=O)c2c(C)noc2C)c1

Assay by compound	51	52	53	54	55	56	57	58	59	60	61	62
PAFAH2 FP inh	-2	13	1	7	8	-1	6	-96	10	10	-2	12
PREPL inh	1	0	11	5	14	2	19	8	14	6	9	4
ZTA counter	-2	20	-16	-25	1	-1	1	-1	-9	-2	-14	8
PAFAH1B3 inh	5	1	4	4	1	-1	6	-3	1	1	5	4
pPAFAH FP inh	-5	2	0	1	1	8	-1	-1	-9	19	1	1
EBNA-1 inhibitor	.	10	-10	8	1	0	11	18	-7	1	-8	.
PAFAH1B2 FP inh	4	1	-3	1	4	4	0	-3	-4	5	3	1
LYPLA2 inh	-8	6	-3	2	4	-1	2	-2	-4	-2	8	24
LYPLA1 counter	0	2	-1	1	0	-3	2	-2	-17	-1	-1	0
